# HePTP inh – blocks human HePTP tyrosine phosphatase | hit rate 0.64% among 110,000 | inhibition, % at 20 µM | P35236 | AID 521 | recombinant HePTP phosphatase activity, OD absorbance; in the data active = inhibition above about 50%;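 also: plate controls were vehicle for no effect and reference inhibitor for full effect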
# Target sequence (P35236 whole entry, looked up): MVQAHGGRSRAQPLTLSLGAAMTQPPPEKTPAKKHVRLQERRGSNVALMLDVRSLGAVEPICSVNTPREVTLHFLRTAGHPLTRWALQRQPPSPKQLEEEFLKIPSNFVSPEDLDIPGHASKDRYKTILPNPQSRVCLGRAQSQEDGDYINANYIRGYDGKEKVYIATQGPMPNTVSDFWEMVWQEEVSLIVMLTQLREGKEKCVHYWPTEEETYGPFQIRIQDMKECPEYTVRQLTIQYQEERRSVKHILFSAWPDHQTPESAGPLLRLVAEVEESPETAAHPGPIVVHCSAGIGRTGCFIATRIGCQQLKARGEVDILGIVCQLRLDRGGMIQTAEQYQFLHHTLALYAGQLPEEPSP
# BAP1 block – inhibitors of human BAP1 deubiquitinase | Q92560 | recombinant BAP1, Ub-AMC hydrolysis fluorescence kinetic; active compounds read low | activity remaining (% of control), % at 20 µM | hit rate 0.48% among 72,000 | AID 436;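 active = activity remaining at or below 50% of control, provided the compound also passes the data quality filters; inactive = the rest, including low values that fail the filters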;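 also: 100% = DMSO wells rate and 0% = substrate alone blank rate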
# Target sequence (Q92560 whole entry, looked up): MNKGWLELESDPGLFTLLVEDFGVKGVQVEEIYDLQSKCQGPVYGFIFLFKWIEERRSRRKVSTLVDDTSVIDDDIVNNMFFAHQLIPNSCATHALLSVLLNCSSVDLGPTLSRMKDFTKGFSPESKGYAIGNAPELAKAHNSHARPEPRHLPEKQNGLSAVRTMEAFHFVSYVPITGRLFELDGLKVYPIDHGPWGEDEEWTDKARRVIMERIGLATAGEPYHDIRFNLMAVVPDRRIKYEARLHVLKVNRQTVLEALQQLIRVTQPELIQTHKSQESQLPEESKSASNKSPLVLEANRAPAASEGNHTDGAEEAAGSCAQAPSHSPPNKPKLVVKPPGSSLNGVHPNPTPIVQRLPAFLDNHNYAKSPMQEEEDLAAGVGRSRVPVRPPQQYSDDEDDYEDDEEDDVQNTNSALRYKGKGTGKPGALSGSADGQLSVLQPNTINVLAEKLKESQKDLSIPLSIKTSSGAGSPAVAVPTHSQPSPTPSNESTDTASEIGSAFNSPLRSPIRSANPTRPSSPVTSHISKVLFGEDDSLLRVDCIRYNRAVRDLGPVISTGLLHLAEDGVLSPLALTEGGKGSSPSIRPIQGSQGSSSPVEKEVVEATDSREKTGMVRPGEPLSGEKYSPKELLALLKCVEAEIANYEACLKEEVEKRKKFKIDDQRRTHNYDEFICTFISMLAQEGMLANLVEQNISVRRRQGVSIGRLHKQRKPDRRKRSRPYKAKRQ
# * hit, by the source's call; nt = no result given; & = joins results of further samples.
nr	Structure	BAP1 block	HePTP inh
1	O=C1c2ccccc2C(=O)N1Cc1nc2ccccc2c(=O)o1	nt	8
2	CCCN1C(=O)c2ccccc2NC1c1ccc(OC)cc1OC (stereo not drawn)	nt	2
3	C=CCc1cccc2cc(C(=O)NNC(=O)c3ccc(OC)cc3)c(=O)oc12	nt	-6
4	CCOC(=O)c1cc(CNC(=O)c2c(C)oc3c2CCCC3)c(C)o1	111	2
5	CC(NC(=O)CSc1nnc(SCC(=O)NC(C)c2ccccc2)s1)c1ccccc1 (stereo not drawn)	nt	-5
6	COc1ccccc1N(CC(O)CN(c1ccccc1)S(C)(=O)=O)S(=O)(=O)c1ccccc1 (stereo not drawn)	94	10
7	CC(=O)C(C)Oc1ccc2c3c(c(=O)oc2c1)CCCC3 (stereo not drawn)	51	9&2
8	Nc1c(S(=O)(=O)Cc2ccccc2)sc2nc3c(cc12)CCCC3	nt	-5
9	COC(=O)Oc1ccc(/C=C2/C(=O)N(c3ccccc3)N=C2C)cc1OC	nt	7
10	CCCCn1c(C)cc2cc(O)ccc21	106	5
11	O=C(CCS(=O)(=O)c1cccs1)N1CCCC1	nt	9
12	CCCSc1nnc(-c2ccccc2NC(=O)CC)c(=O)[nH]1	81	1
13	CNCCC(Oc1ccc(C(F)(F)F)cc1)c1ccccc1 (stereo not drawn)	109&90	2
14	CCN1C(=O)C2(C(C#N)=C(N)Oc3cc(C)oc(=O)c32)c2ccccc21 (stereo not drawn)	87	-3
15	CCOCCCNC(=O)CCCn1nc(C)n2c(cc3sccc32)c1=O	97	10
16	CC1Cc2nc(SCC(=O)N3CCCC3)n(C)c(=O)c2S1 (stereo not drawn)	104	7
17	CC1CCOP(=O)(C(Nc2cc(Cl)cc(Cl)c2)c2ccc(Br)cc2)O1 (stereo not drawn)	nt	-5
18	CNC(=O)CSc1nnc(-c2cccnc2)n1CCc1ccccc1	101	8
19	CC1CCN(S(=O)(=O)c2cccc(C(N)=O)c2)CC1	104	4
20	C=Cn1ccnc1P(=S)(c1ccc2c(c1)c1ccccc1n2CC)c1nccn1C=C	nt	0
21	COc1ccccc1CC(=O)Nc1ccc(F)cc1	nt	-16
22	O=C(COc1ccc(Cl)cc1)NCCc1cccc(Cl)c1	nt	5
23	CCOC(=O)C1CCN(C(=O)C2CCN(S(=O)(=O)c3cc(Cl)ccc3Cl)CC2)CC1	113	5
24	C=CCN(CC=C)C(=O)C1CC(=O)N(c2ccc(Br)cc2)C1 (stereo not drawn)	92	2&3
25	CC(=O)Nc1ccc(OC(=O)c2ccc([N+](=O)[O-])cc2)cc1	nt	-8
26	CC(C)(C)NS(=O)(=O)c1ccc(OCC(=O)Nc2ccc3c(c2)OCCO3)cc1	nt	4
27	CN(C)S(=O)(=O)c1cccc2nsnc12	104	7
28	O=C(Cc1cccs1)Nc1cccc2c1C(=O)N(c1ccccc1)C2=O	nt	-4
29	CC1CCCC(C)N1CC(O)COc1ccc(Cl)cc1 (stereo not drawn)	96	10
30	CC(=O)N1CCC(C(=O)Nc2nc(-c3ccccc3)ns2)CC1	80	nt

# Given with one line to a screen: part of the list above.
[2] CCCN1C(=O)c2ccccc2NC1c1ccc(OC)cc1OC (stereo not drawn)
[28] O=C(Cc1cccs1)Nc1cccc2c1C(=O)N(c1ccccc1)C2=O
assay / compound | 2 | 28
BAP1 block | nt | nt
HePTP inh | 2 | -4

# Later entries:
nr	Structure	BAP1 block	HePTP inh
31	CC(C)C(=O)Nc1ccc2c(c1)C(=O)N(CCC(=O)O)C2=O	110	5
32	CSCCNS(=O)(=O)c1ccc(C)c([N+](=O)[O-])c1	nt	4
33	COc1ccc(C(=O)/C=C/Nc2ccc(NC(C)=O)cc2)cc1	nt	1
34	CCOC(=O)C1CCN(C(=O)c2ccco2)CC1	97	5
35	Cn1c(Cn2c(=O)sc3ccccc32)nnc1SCC(=O)N1CCCC1	90	-5
36	Cc1nnc(SCc2nc3ccccc3s2)n1-c1ccccc1	105	15
37	COc1ccc(-c2cn3cccnc3n2)cc1NC(=O)c1ccc(Br)o1	168	4
38	CCn1c(N)c(C(=O)NCC2CCCO2)sc1=S (stereo not drawn)	124	15
39	CCN1C(=O)/C(=C\c2ccc(N(C)C)cc2)C(C(=O)OC)=C1C	nt	2
40	CC1=NC(C(F)(F)F)(C(F)(F)F)C2=C(CC(C)(C)CC2=O)N1Cc1ccco1	105	-4
41	COc1cccc(C2C(C(=O)c3cccs3)=C(O)C(=O)N2c2cc(C)on2)c1 (stereo not drawn)	90	3
42	Cc1ccc(/C(O)=C2\C(=O)C(=O)N(c3nncs3)C2c2cccc(Cl)c2)cc1 (stereo not drawn)	nt	6
43	O=C1/C(=C/c2ccc(-c3ccccc3[N+](=O)[O-])o2)SC(=S)N1c1cccc(C(F)(F)F)c1	nt	-4
44	Cc1ccc2c(c1)-c1c(ssc1=S)C(C)(C)N2C(=O)CC(C)C	nt	10
45	O=S(=O)(c1ccc(OCC(O)CNCc2ccco2)c(Cl)c1)N1CCOCC1 (stereo not drawn)	133	-7
46	CC1=C(C)CC2C(=O)N(c3cccc(C)c3)C(=O)C2C1 (stereo not drawn)	nt	2
47	CCCCOc1cccc(C(=O)Nc2ccc(N(CC)CC)cc2)c1	nt	-2
48	c1ccc(-n2cnc3cc(NCc4ccccn4)ccc32)cc1	98	25
49	Cn1c(CCN2CCCCC2)nc2cc(NS(=O)(=O)c3ccc(Cl)cc3)ccc21	95	10
50	C=CCSc1nc(N)c(C#N)c(-c2cccs2)c1C#N	nt	2
51	O=C(CCN1C(=O)c2ccccc2C1=O)Oc1ccc(C(=O)O)cc1	139	nt
52	Cc1ccccc1NC(=O)C1CCCN(S(=O)(=O)c2c(C)noc2C)C1 (stereo not drawn)	91	2
53	COc1ccc(-c2nnc(SCC(=O)N3CCCCC3)o2)cc1OC	98	4
54	O=C(Nc1ccc(-c2nc3ccccc3c(=O)o2)cc1)c1ccc(Cl)cc1	nt	16
55	Cc1ccc(N2C(=O)NC(=O)/C(=C\c3ccc(-c4ccc([N+](=O)[O-])cc4Cl)o3)C2=O)cc1	nt	7
56	COC(=O)CSc1nnc(CNS(=O)(=O)c2ccc(C)cc2)n1C	106	6
57	COc1ccccc1CNC(=O)Cc1ccc(Br)cc1	nt	4
58	O=C(CN1CCN(Cc2ccccc2F)C1=O)NCc1cccnc1	100	9
59	O=C1CCCN1CCCNc1ncnc2c1[nH]c1ccc(Cl)cc12	108	12
60	CCOC(=O)CCc1c(C)nc2cc(-c3ccc(F)cc3)[nH]n2c1=O	94	1

# Entries by screen from the list:
# Nos. 34–44 in HePTP inh, in turn: 5, -5, 15, 4, 15, 2, -4, 3, 6, -4, 10

# The main list resumes with the six entries that preceded the break.
nr	Structure	BAP1 block	HePTP inh
55	Cc1ccc(N2C(=O)NC(=O)/C(=C\c3ccc(-c4ccc([N+](=O)[O-])cc4Cl)o3)C2=O)cc1	nt	7
56	COC(=O)CSc1nnc(CNS(=O)(=O)c2ccc(C)cc2)n1C	106	6
57	COc1ccccc1CNC(=O)Cc1ccc(Br)cc1	nt	4
58	O=C(CN1CCN(Cc2ccccc2F)C1=O)NCc1cccnc1	100	9
59	O=C1CCCN1CCCNc1ncnc2c1[nH]c1ccc(Cl)cc12	108	12
60	CCOC(=O)CCc1c(C)nc2cc(-c3ccc(F)cc3)[nH]n2c1=O	94	1
61	O=C(CSc1nc2ccccc2c(=O)n1C1CC1)NCc1ccccc1	89	3
62	O=C(Oc1ccc2c(c1)OCO2)c1cccs1	96	-5
63	Cc1ccc(C2(C)NN=C(c3ccccc3)S2)o1 (stereo not drawn)	nt	-4
64	COc1ccccc1N1CCN(C(=O)COc2ccc(Br)c(C)c2)CC1	nt	2
65	O=C(CCN1C(=O)/C(=C\c2cccs2)SC1=S)N1CCCC1	nt	-5
66	Cc1c(C(=O)Nc2ccncc2)cccc1[N+](=O)[O-]	nt	4
67	O=C1C2C3C=CC(C3)C2C(=O)N1CNc1ccc(O)cc1 (stereo not drawn)	111	3
68	Cc1nc(NCCO)c(C#N)c2c1COC(C)(C)C2	128	-4
69	COCCNC(=O)CN1CCOc2ccccc21	102	-3
70	CCN(CC)C(=O)c1ccc(NS(=O)(=O)c2ccccc2)cc1	105	-9
71	CC(=O)Nc1ccccc1NC(=O)CC(C)(C)C	102	-11
72	CCOC(=O)c1ccc(Nc2nnc3nc(C)cc(C)n23)cc1	77	4
73	CCOc1ccc(N(CC(N)=O)S(=O)(=O)c2ccc(SC)cc2)cc1	nt	1
74	COc1ccc(C(=O)Oc2ccc(C)nc2)cc1[N+](=O)[O-]	137	nt
75	CCCN1Cc2cccc(C(=O)NCc3ccc4c(c3)OCO4)c2C1=O	87	-3
76	O=C1CC(c2ccccc2)CC(O)=C1C=NCCN1CCNCC1 (stereo not drawn)	97	0&1
77	O=C(NCc1ccc(F)cc1)C1CCC(=O)N1C1CCCCC1 (stereo not drawn)	91	-8
78	CCC(C)C(NC(=O)c1ccc(Cl)cc1)C(=O)O (stereo not drawn)	116	4
79	CCn1cc(C(=O)OC(C)C(=O)Nc2c(C)n(C)n(-c3ccccc3)c2=O)c(=O)c2ccc(C)nc21 (stereo not drawn)	100	9
80	COc1ccc(C2CC(c3ccc(OC)cc3)n3nc(N)nc3N2)cc1 (stereo not drawn)	87	6
81	CNS(=O)(=O)c1ccc(NC(=O)C(CCSC)NC(N)=O)cc1 (stereo not drawn)	89	0
82	COC(=O)c1cn(C(=O)c2cccs2)c2ccccc12	106	7
83	O=C(Nc1ccccc1)NC1CCN(CCCN2C(=O)c3ccccc3C2=O)CC1	nt	6
84	CC(C)C(NC(=O)c1ccc(S(=O)(=O)N2CCOCC2)cc1)c1nc2ccccc2[nH]1 (stereo not drawn)	87	1
85	O=C(Nc1ccc(O)cc1)c1ccc(-c2ccccc2)cc1	nt	1
86	CC(C(=O)NN)C1=NC(C)(C)Cc2ccccc21 (stereo not drawn)	nt	54*
87	O=C(Cn1nnc(-c2ccccc2)n1)OCc1csc(-c2ccccc2)n1	95	0
88	Cc1nn2c3c(cnc2c1-c1ccccc1)C(=O)CCC3	100	1
89	CC(CCc1ccccc1)NC(=O)COC(=O)C1=COCCO1 (stereo not drawn)	115	4
90	O=C(/C=C/c1ccc(-c2ccccc2[N+](=O)[O-])o1)c1ccc(Cl)cc1	nt	-3

# An excerpt from above in order of length of the SMILES, smallest number first.
nr	Structure	BAP1 block	HePTP inh
76	O=C1CC(c2ccccc2)CC(O)=C1C=NCCN1CCNCC1 (stereo not drawn)	97	0&1
74	COc1ccc(C(=O)Oc2ccc(C)nc2)cc1[N+](=O)[O-]	137	nt
80	COc1ccc(C2CC(c3ccc(OC)cc3)n3nc(N)nc3N2)cc1 (stereo not drawn)	87	6

# (further entries)
nr	Structure	BAP1 block	HePTP inh
91	COc1ccc(Br)cc1CN1CCN(C2CCCC2)CC1	nt	3
92	Cc1ccc(C)c(S(=O)(=O)c2c(N)n(/N=C/c3ccco3)c3nc4ccccc4nc23)c1	56	4
93	O=C(c1ccc(Cl)cc1)N(Cc1cccs1)C1CCS(=O)(=O)C1 (stereo not drawn)	105	-11
94	CCc1ccccc1NC(=O)c1c(NC(=O)C(C)(C)C)sc2c1CCC2	nt	-3
95	CCSC1=NCN(CCCC(=O)O)CN1	99	8
96	CCOC(=O)/C=C(\C)Nc1nc(S(=O)(=O)c2ccc(C)cc2)c(Cl)s1	nt	3
97	Cc1ccc(OCCCCN2CCC(C)CC2)c(C)c1	nt	1
98	Cc1ccccc1-n1c(Cn2c(=O)sc3ccccc32)nnc1SCC(=O)N1CCOCC1	95	-7
99	c1ccc(Cc2nnc3sc(Nc4ccccc4)nn23)cc1	55	4
100	C/C=C/c1ccccc1OCc1ccc(C(=O)O)o1	70	8
101	CC(=O)C1=C(O)C(=O)N(c2ccc(C(=O)O)cc2)C1c1ccccc1 (stereo not drawn)	96	-12
102	CCC(C)NC(=O)CCNS(=O)(=O)c1ccc(Br)cc1 (stereo not drawn)	101	1
103	O=C(NCCN1CCN(S(=O)(=O)c2ccc3ccccc3c2)CC1)C(=O)Nc1ccccc1	nt	-2
104	Cc1ccnc(NC(=O)c2sc3ccccc3c2Cl)c1	nt	2
105	NC(=O)C1CCCN(Cc2ccc(Cl)cc2)C1 (stereo not drawn)	95	-3
106	CC(=O)c1ccc(NC(=O)C2CCC(C)NC2=O)cc1 (stereo not drawn)	112	2
107	CCS(=O)(=O)NCCc1cc2cc(C)c(C)cc2[nH]c1=O	75	4
108	CC1=C([N+](=O)[O-])C(c2ccccc2Cl)NC(=O)N1C (stereo not drawn)	nt	-16
109	Cc1cc2cc(CN(Cc3ccco3)C(=O)NCc3ccccc3)c(=O)[nH]c2cc1C	69	6
110	Cc1nc2cc(NC(=O)c3ccc([N+](=O)[O-])cc3)ccc2n1-c1ccccc1	118	nt
111	O=C(CN(C(=O)C1CSC(=O)C1)c1ccccc1F)NCc1ccc2c(c1)OCO2 (stereo not drawn)	115	4
112	O=C(Cn1cnc2ccccc2c1=O)NCC(=O)N1CCN(c2ccccn2)CC1	98	-1
113	CCCCN(CC)S(=O)(=O)c1ccc2c(c1)CCCN2C(C)=O	95	5
114	COc1cc2c(NCc3ccco3)cc(O)c(CC(=O)Nc3ccc(Cl)cc3)c2cc1OC	nt	10
115	O=C(NCCOCc1ccccc1)c1ccccc1I	nt	-14
116	O=C(CCCC1=NS(=O)(=O)c2ccccc2N1)N1CCN(c2ccccc2)CC1	88	6
117	CC(C)OC(=O)C1C(=O)CC(C)(O)C(C(=O)OC(C)C)C1c1cccc(O)c1 (stereo not drawn)	86	6
118	COc1ccc(CN2CCN(Cc3ccncc3)CC2)cc1	nt	-2
119	COc1ccc(C(C#N)Nc2ccccc2OC)cc1 (stereo not drawn)	nt	-2
120	COc1ccc(-c2csc3nc[nH]c(=O)c23)cc1	nt	7
121	O=C(CCC1CCCC1)NCc1cccnc1	nt	5
122	COc1ccc(C2C(C(C)=O)=C(O)C(=O)N2c2nc3ccccc3s2)cc1 (stereo not drawn)	nt	8
123	C/C(Cn1nnc([N+](=O)[O-])n1)=N\NC(=O)c1ccc(O)cc1	nt	-3
124	CCOc1cc(C(=O)Nc2nc3ccccc3[nH]2)cc(OCC)c1OCC	nt	11
125	CCCCn1c(NCCN(C)C)nc2c1c(=O)[nH]c(=O)n2C	118	-2

# Screening data as filed in PubChem BioAssay.
